Screening results (PubChem BioAssay)
LYPLA2 inh: blocks human lysophospholipase 2, a PME1 counter-screen; inhibition, % at 5.9 µM; AID 2177; actives 0.38% (n = 320,000); recombinant LYPLA2, FP-Rh probe fluorescence polarization;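 active = inhibition above the screen-wide mean plus 3 SD, limit set per campaign, cut at about 26% in these data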;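 note: 0% = LYPLA2 with DMSO and 100% = wells lacking LYPLA2 enzyme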
HCV core dimer: blocks dimerization of HCV core protein. AID 1899. inhibition, % at 5 µM. TR-FRET GST/Flag-core106 dimerization, 1536-well. actives 0.33% (n = 300,000);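 active = inhibition above the mean of all tested compounds plus 3 SD, set per screening campaign, cut at about 45% in these data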
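System: GST/Flag-tagged HCV core106 proteins. Incubation: compound-protein-antibody incubation 4 h at 22.5 °C. Technique: HTRF with 340 nm excitation, 617/671 nm emission. Medium: KF-containing HEPES buffer, pH 7.45, DTT, CHAPS, BSA. Read-out: inhibition (%) from 671 over 617 nm ratio. Also added: Eu(K)-anti-GST 90 ng/mL plus XL665-anti-Flag 1 µg/mL.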
TPT1 inh: blocks Candida albicans tRNA 2'-phosphotransferase | actives 0.81% (n = 300,000) | inhibition, % at 5 µM | recombinant caTPT1, FP RNA substrate dephosphorylation;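 active = inhibition above the mean of all tested compounds plus 3 SD, set per screening campaign, cut at about 24% in these data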;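 note: plate controls were DMSO alone for no effect and ferristatin control at 100 nM for full effect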
Efflux pump mplx: blocks antifungal efflux pumps in multiplex yeast assay; S. cerevisiae Candida pump triplex, Nile Red efflux; inhibition, % at 10 µM; actives 0.44% (n = 330,000); AID 485275;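 active = plate passing quality check with inhibition over a set limit, or well fluorescence over plate mean plus 4 SD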;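 note: Nile Red retained in pooled yeast measured as flow cytometry median fluorescence; 0% = buffer negative control and 100% = Enniatin B positive control; higher means more Nile Red kept so more efflux inhibition; some compounds called inactive have numbers as strong as hits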
CTSL1 counter: counter-screen for PFM18AAP inhibitors: inhibitors of F. hepatica cathepsin L1; recombinant F. hepatica cathepsin L1, Z-Leu-Arg-MCA fluorescence; inhibition, % at 5.96 µM; actives 0.49% (n = 300,000);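 active = inhibition above the mean of all tested compounds plus 3 SD, set per screening campaign, cut at about 17% in these data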;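 note: 0% = plate median of test compound wells and 100% = 1 µM Z-Phe-Ala-diazomethylketone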
PP1 inh: counter-screen for PP5 inhibitors: inhibitors of human PP1-alpha; P62136; AID 2235; actives 0.9% (n = 320,000); purified PP1alpha, OMFP fluorescence; inhibition, % at 6.7 µM;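 active = inhibition above the mean inhibition of all tested compounds plus 3 SD, computed separately for each screening campaign, cut at about 15% in these data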
JMJD2C inh: inhibitors of human GASC-1 (JMJD2C) demethylase; Q9H3R0; GST-JMJD2C(1-420) H3K9me3 demethylation, DELFIA europium; inhibition, % at 2.35 µM; actives 0.069% (n = 330,000); AID 2099;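 active = more than half of a compound's replicate wells show inhibition beyond 50%, single wells judged on their own value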;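 note: signal counts dimethyl H3K9 product captured on neutravidin plate; 0% = median of DMSO wells and 100% = 0.3 times that DMSO median; strong numbers were not always called active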
Target sequence (Q9H3R0 1-420 limits assumed): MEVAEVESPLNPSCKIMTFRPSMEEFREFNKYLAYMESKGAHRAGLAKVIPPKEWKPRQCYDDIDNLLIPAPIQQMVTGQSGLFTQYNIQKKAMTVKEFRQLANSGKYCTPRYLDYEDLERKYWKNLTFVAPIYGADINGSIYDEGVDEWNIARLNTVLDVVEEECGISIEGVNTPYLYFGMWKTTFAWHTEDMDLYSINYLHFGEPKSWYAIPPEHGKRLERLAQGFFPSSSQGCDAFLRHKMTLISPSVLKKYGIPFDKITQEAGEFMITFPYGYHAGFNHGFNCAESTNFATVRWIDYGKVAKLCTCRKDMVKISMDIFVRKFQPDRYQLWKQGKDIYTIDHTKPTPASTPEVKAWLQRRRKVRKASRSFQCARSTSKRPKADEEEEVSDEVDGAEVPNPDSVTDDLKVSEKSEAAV
PP5 primary: inhibitors of human protein phosphatase 5 (PP5) | AID 1987 | P53041 | inhibition, % at 6.7 µM | actives 0.18% (n = 320,000) | purified PP5c, OMFP substrate fluorescence;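 active = inhibition above the campaign's mean inhibition across all tested compounds plus 3 SD, cut at about 9.5% in these data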;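 note: 0% = DMSO only and 100% = 100 µM cantharidin control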
PREPL inh: human PREPL enzyme inhibition | Q4J6C6 | inhibition, % at 5.96 µM | actives 0.68% (n = 320,000) | recombinant PREPL, fluorescence polarization activity-based probe; in the data active = inhibition above about 43%;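 note: 0% = enzyme with DMSO and 100% = wells lacking enzyme; many of its hits are not listed in these tables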
Target sequence (Q4J6C6 whole entry, looked up): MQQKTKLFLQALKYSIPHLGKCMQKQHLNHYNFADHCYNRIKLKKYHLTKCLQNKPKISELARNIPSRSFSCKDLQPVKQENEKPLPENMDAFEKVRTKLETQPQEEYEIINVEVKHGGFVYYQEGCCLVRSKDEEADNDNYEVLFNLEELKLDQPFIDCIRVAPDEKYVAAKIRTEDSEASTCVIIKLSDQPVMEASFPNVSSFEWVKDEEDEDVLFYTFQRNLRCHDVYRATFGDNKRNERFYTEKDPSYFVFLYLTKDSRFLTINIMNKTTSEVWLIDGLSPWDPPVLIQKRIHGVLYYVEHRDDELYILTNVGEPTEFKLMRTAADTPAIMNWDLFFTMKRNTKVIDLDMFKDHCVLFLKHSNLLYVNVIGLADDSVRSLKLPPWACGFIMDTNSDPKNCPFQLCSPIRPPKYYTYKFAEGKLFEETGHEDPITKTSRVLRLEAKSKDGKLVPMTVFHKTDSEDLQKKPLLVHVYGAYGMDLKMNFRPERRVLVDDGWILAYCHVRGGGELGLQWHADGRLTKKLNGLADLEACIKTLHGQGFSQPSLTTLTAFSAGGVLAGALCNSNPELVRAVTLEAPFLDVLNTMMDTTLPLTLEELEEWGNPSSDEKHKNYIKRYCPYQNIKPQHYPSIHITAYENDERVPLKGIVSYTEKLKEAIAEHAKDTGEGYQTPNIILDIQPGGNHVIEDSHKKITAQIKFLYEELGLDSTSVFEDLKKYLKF
Numbers without * were called inactive; x = no result given; & = joins results of further samples. Only part of the results is shown; rates above refer to the full screens.

SMILES | LYPLA2 inh | HCV core dimer | TPT1 inh | Efflux pump mplx | CTSL1 counter | PP1 inh | JMJD2C inh | PP5 primary | PREPL inh
CCN1C(=O)/C(=C\c2ccncc2)SC1=S | -13.2 | 2.4 | -1.6 | 0.3 | -5.4 | 4.9 | -4.1 | -1.2 | -15.5
COc1ccc(S(=O)(=O)N2CCN(Cc3cccc([N+](=O)[O-])c3)CC2)cc1 | 4.6 | -1.5 | 1.7 | -0.1 | -1.2 | 1.1 | -25.3 | 1.3 | 4.3
Cc1oc2c(CN3CCOCC3)c(O)ccc2c(=O)c1-c1ccccc1 | 7.5 | -6.5 | -2.0 | 0.0 | -1.0 | -1.4 | 56.3 | 1.3 | 2.5
CCCS(=O)(=O)N1CCC(C(=O)NCCc2ccc(OC)c(OC)c2)CC1 | -0.3 | 0.0 | -0.5 | 0.0 | -1.1 | 2.7 | 3.5 | 2.1 | -5.4
CCN(CC)CCN1C(=O)c2oc3ccc(F)cc3c(=O)c2C1c1ccncc1 (stereo not given) | 7.4 | -15.1 | 0.0 | -0.1 | -2.6 | 2.1 | 1.3&-14.6 | 0.8 | 16.8
O=Cc1ccc(OCc2cccc(C(F)(F)F)c2)cc1O | 10.5 | 17.2 | -1.6 | -0.1 | -0.4 | 0.2 | 10.7 | 3.0 | 0.2
CCc1c(C)nc2ncnn2c1N1CCCC(C(=O)Nc2cc(F)ccc2C)C1 (stereo not given) | 9.8 | -2.7 | -3.2 | -0.2 | -1.9 | -1.4 | -5.7 | 1.3 | 2.1
COc1cccc(Nc2nnc(SCC(=O)N3CC(=O)Nc4ccccc43)s2)c1 | 0.8 | -0.1 | -0.2 | -0.1 | -0.4 | 2.9 | 3.6 | 3.2 | 12.1
COc1ccc(S(=O)(=O)N2CCC(C(=O)NCCc3ccc4c(c3)OCO4)CC2)cc1 | 1.9 | 6.0 | 0.0 | -0.2 | -1.4 | -2.1 | x | -0.1 | -2.6
N/C(COc1cccc(C(F)(F)F)c1)=N\NC(=O)c1cccnc1Oc1ccccc1 | -4.1 | -3.4 | -4.3 | -0.2 | -2.5 | -0.5 | 2.6 | 1.0 | 12.4
O=S(=O)(Nc1ccc2oc(-c3ccccc3)nc2c1)c1ccccc1 | -14.2 | 1.4 | -3.6 | -0.1 | 1.2 | 1.3 | -3.8 | 4.7 | -17.8
COc1cc(O)c2c(c1)COC2=O | -1.0 | 3.8 | 0.0 | 0.1 | 4.7 | -0.6 | -3.9 | -0.5 | -2.2
CCCN(CCC)S(=O)(=O)c1ccc(C(=O)Nc2ccc(OCC(=O)N3CCOCC3)cc2)cc1 | 1.9 | -2.1 | -3.0 | 0.2 | 0.7 | -1.8 | -9.1 | 0.5 | 5.3
CC1CN(Cc2ccc(C#N)cc2Cl)CC(C)O1 (stereo not given) | 7.3 | -3.0 | -1.3 | 0.2 | 0.6 | -1.4 | -0.3 | 1.5 | -6.1
CC1=CC(C)C(COC(=O)CN2CCCCC2)C(C)C1 (stereo not given) | 1.0 | -1.5 | -0.8 | -0.1 | -5.0 | -5.2 | -2.6 | 0.7 | -9.9
CCC(Sc1ncccn1)C(=O)Nc1cc(C)on1 (stereo not given) | 1.3 | 2.0 | -1.6 | 0.0 | -4.7 | -0.7 | 2.0 | -3.1 | 6.0
O=C1OCCC1Sc1nnc(-c2ccccc2)o1 (stereo not given) | 10.5 | -3.7 | 4.9 | 0.1 | -0.8 | -4.3 | 7.5 | -2.6 | 17.3
Cc1cc(C)c(C)c(S(=O)(=O)NCC(=O)NCC2CCCCC2)c1C | 10.7 | -0.5 | 2.0 | 0.0 | 0.7 | -1.6 | -19.1 | 4.6 | -6.3
OCCn1nc2c3ccccc3nc-2n(-c2ccccc2)c1=S | -1.9 | 0.2 | -1.6 | 0.0 | -3.2 | -2.4 | -1.7 | -0.8 | 0.0
O=C1C2C3C=CC(C4CC34)C2C(=O)N1/N=C/c1ccc(-c2ccc(Cl)cc2[N+](=O)[O-])o1 (stereo not given) | 6.8 | 36.5 | -10.4 | 0.2 | -1.9 | 2.2 | -6.6 | 5.7 | 16.0
Cc1cc(NC(=O)CSc2nnc(NC(=O)C3CC(=O)N(c4ccccc4)C3)s2)no1 (stereo not given) | -1.4 | 7.7 | -1.4 | 0.1 | -5.2 | -1.0 | 12.1 | -6.8 | 1.0
CCC(C)NC(=O)C1CCN(CCCc2ccccc2)CC1 (stereo not given) | 3.5 | -4.3 | -3.3 | 0.1 | -5.4 | -2.4 | -6.5 | -2.5 | 19.0
COc1ccccc1N1CCN(/N=C\c2sccc2C)CC1 | -1.3 | 1.1 | -3.2 | 0.5 | 5.6 | 0.6 | -11.7 | 0.6 | 6.0
Cc1csc(NC(=O)c2cc3c(s2)-c2ccccc2OC3)n1 | -8.2 | -15.9 | -1.6 | -0.1 | 3.0 | 0.9 | 72.1 | 0.7 | -3.9
COc1ccc(/C=N/NC(=O)C(=O)N2CCCC2)cc1 | 0.6 | 8.2 | 0.1 | 0.1 | 1.4 | 1.3 | 0.5 | 1.1 | 0.6
Continued.
SMILES | LYPLA2 inh | HCV core dimer | TPT1 inh | Efflux pump mplx | CTSL1 counter | PP1 inh | JMJD2C inh | PP5 primary | PREPL inh
CCCc1cc(=O)[nH]c(SCC(=O)c2cc(C)n(-c3c(C)n(C)n(-c4ccccc4)c3=O)c2C)n1 | 3.8 | 1.2 | -2.7 | 0.1 | -1.0 | -1.2 | 4.8 | -3.1 | -0.2
Cc1cccc(N2CCN(C(=O)c3ccc4c(c3)NC(=O)C(CSCc3cccc(F)c3)N4)CC2C)c1 (stereo not given) | -12.3 | 16.9 | 97.5* | 0.0 | 2.2 | 14.8 | -1.9 | 1.7 | 14.1
COc1cccc(-c2nnn(CC(=O)O)n2)c1 | 7.4 | -5.2 | -2.4 | 0.0 | 3.7 | -4.3 | -0.1 | 1.6 | 9.0
COc1ccc2c(c1)C(C)=CC(C)(C)N2C(=O)CN1C(=O)CCC1=O | 3.5 | 0.8 | -3.0 | 0.2 | 1.0 | -4.7 | 0.2 | 1.8 | 5.7
CCCn1c(NC(=O)c2cccc(C)c2C)nc2ccccc21 | 7.8 | 0.3 | -0.6 | -0.1 | 0.3 | -0.4 | -9.7 | 3.3 | 6.8
Cc1ccccc1C(=O)c1cccn1CC(=O)NCc1ccccc1Cl | 1.8 | 9.1 | 3.8 | -0.1 | 2.4 | 0.9 | 1.9 | 0.0 | -9.2
COc1ccc(CN2CCN(C3CCOCC3)CC2CCO)c(C)c1C (stereo not given) | 3.7 | -2.9 | -1.7 | 0.1 | 2.6 | -3.6 | 2.2 | 1.7 | -1.9
COc1ccc(NC(=S)Nc2ncccc2C)cc1OC | 6.5 | 1.1 | -2.3 | 0.1 | -1.1 | 0.1 | -7.0 | 1.3 | 8.8
Cc1ccc(/C=C/C(=O)N2CCc3ccccc3C2)cc1 | 6.8 | 2.3 | -0.7 | 0.1 | -0.5 | 0.3 | -7.2 | 2.2 | -27.6
CC1(C(=O)O)CCC(C(=O)NC2CCCCC2)C1(C)C (stereo not given) | 10.8 | -10.9 | 1.4 | 0.0 | -3.7 | 2.5 | 7.2 | 3.0 | 2.7
O=C(Nc1nccs1)C(NS(=O)(=O)c1ccc(Br)s1)c1ccccc1 (stereo not given) | -3.6 | 17.3 | -1.5 | 0.1 | -0.9 | 2.7 | 22.7 | -1.0 | -10.9
CC1CCCN(Cc2ccc(OCc3ccccc3)cc2)C1 (stereo not given) | 0.5 | 5.8 | -1.7 | 0.1 | 0.3 | 3.7 | 7.4 | 3.2 | 12.3
CCOC(=O)Cn1c(CN(Cc2ccccc2)Cc2ccccc2)nc2c1c(=O)[nH]c(=O)n2C | -4.5 | 9.3 | 1.5 | -1.1 | -2.4 | -0.6 | -21.3 | 1.5 | 5.8
COc1cc2[nH]c(-c3ccc(C)cc3)cc(=O)c2cc1OC | -1.1 | -1.4 | 1.2 | 0.6 | -3.5 | -3.7 | -12.2 | -3.9 | -1.1
CCOC(=O)c1cc2[nH]c3ccccc3c2[n+](-c2ccc([N+](=O)[O-])cc2)c1N | -1.9 | -15.7 | -0.5 | -0.1 | 8.4 | -8.4 | -9.5 | -5.6 | 9.6
COc1c(NC(C)=O)c2ccccc2c2ccccc12 | 1.9 | -3.9 | -5.6 | 0.0 | 5.9 | 0.4 | 5.4 | -1.5 | 15.3
COCCCNC(=O)c1ccc(CS(=O)(=O)c2ccc(Br)cc2)o1 | 0.0 | 4.2 | -8.0 | -0.1 | 3.2 | -0.1 | -13.5 | 0.0 | 24.7
COc1ccc(C(=O)OCn2nnc3ccccc3c2=O)cc1[N+](=O)[O-] | 4.3 | 0.8 | 5.7 | 0.2 | -4.5 | 0.0 | -10.2 | 0.3 | 15.3
CCc1ccc(OCCOCC(O)CN(CCO)CCO)cc1 (stereo not given) | -0.9 | -0.7 | -0.6 | 0.2 | -3.0 | -5.9 | -4.8 | 0.4 | -10.5
Cc1cc(Cl)c(S(=O)(=O)NC(C(=O)O)C(C)C)cc1OCC(=O)NC1CCCCC1 (stereo not given) | 13.9 | -4.7 | 0.6 | -0.1 | -2.1 | 0.9 | -1.8 | 0.0 | 10.4
COc1cccc(NC(=O)CCS(=O)(=O)c2cccs2)c1 | 0.0 | -1.2 | 3.6 | -0.1 | -5.4 | -2.8 | 0.8 | 3.4 | 1.5
CN(C1CCCCC1)S(=O)(=O)c1ccc(=S)[nH]c1 | 0.5 | x | x | -0.3 | x | -7.2 | 2.1 | 4.3 | 12.4
CCc1ccc(NS(=O)(=O)c2ccc3[nH]cc(C(=O)NCC4CCCO4)c(=O)c3c2)cc1 (stereo not given) | -26.9 | 1.3 | 0.9 | 0.1 | -3.6 | -1.6 | -12.9 | -0.7 | 11.2
CCOC(=O)CN1CCS(=O)(=O)CC1 | 8.5 | 1.5 | 1.2 | -0.1 | -0.5 | -1.0 | 32.7 | -1.3 | 4.2
Cc1cc(C=C2C(=O)c3ccccc3C2=O)c(C)n1-c1ccc(C(=O)O)cc1 | 2.1 | -0.6 | 27.0* | -0.1 | 4.2 | -2.0 | 9.7 | 1.6 | 9.9
CN(C)NC(=S)Nc1ccc2nc(-c3ccccn3)c(-c3ccccn3)nc2c1 | 0.6 | 2.6 | -3.4 | 0.2 | 3.7 | -1.4 | -20.3 | -2.0 | 13.0
Cc1[nH]c2ccccc2c1C1(O)C(=O)N(C(C)C)c2ccccc21 (stereo not given) | 0.2 | -0.8 | 3.9 | 0.1 | -6.9 | -4.1 | -16.5 | 6.0 | 8.8
c1ccc(C2=NOC(c3nnc(-c4ccccc4)o3)C2)cc1 (stereo not given) | -8.0 | 6.6 | 0.7 | x | -0.4 | 0.8 | 2.5 | 0.4 | 0.7

An excerpt from above in order of length of the SMILES, falling:
SMILES | LYPLA2 inh | HCV core dimer | TPT1 inh | Efflux pump mplx | CTSL1 counter | PP1 inh | JMJD2C inh | PP5 primary | PREPL inh
CCCc1cc(=O)[nH]c(SCC(=O)c2cc(C)n(-c3c(C)n(C)n(-c4ccccc4)c3=O)c2C)n1 | 3.8 | 1.2 | -2.7 | 0.1 | -1.0 | -1.2 | 4.8 | -3.1 | -0.2
COc1ccc(CN2CCN(C3CCOCC3)CC2CCO)c(C)c1C (stereo not given) | 3.7 | -2.9 | -1.7 | 0.1 | 2.6 | -3.6 | 2.2 | 1.7 | -1.9
CN(C1CCCCC1)S(=O)(=O)c1ccc(=S)[nH]c1 | 0.5 | x | x | -0.3 | x | -7.2 | 2.1 | 4.3 | 12.4
